Bioassay records: PubChem, several laboratories
MEX-5 binding – C. elegans MEX-5 TCR-2 RNA binding activity; actives 0.38% (n = 300,000); MEX-5/FITC-TCR2 RNA binding, fluorescence polarization; hits give low values; AID 1832; activity score (negative = inhibition of binding), % at 10 µM; Q9XUB2;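 active = inhibition past about -25% in most replicates, and total fluorescence under double the plate's negative control median, limit read from the data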;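 also: 0% = DMSO and -100% = 5 µM competing unlabeled TCR2 RNA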
Target sequence (Q9XUB2 whole entry, looked up): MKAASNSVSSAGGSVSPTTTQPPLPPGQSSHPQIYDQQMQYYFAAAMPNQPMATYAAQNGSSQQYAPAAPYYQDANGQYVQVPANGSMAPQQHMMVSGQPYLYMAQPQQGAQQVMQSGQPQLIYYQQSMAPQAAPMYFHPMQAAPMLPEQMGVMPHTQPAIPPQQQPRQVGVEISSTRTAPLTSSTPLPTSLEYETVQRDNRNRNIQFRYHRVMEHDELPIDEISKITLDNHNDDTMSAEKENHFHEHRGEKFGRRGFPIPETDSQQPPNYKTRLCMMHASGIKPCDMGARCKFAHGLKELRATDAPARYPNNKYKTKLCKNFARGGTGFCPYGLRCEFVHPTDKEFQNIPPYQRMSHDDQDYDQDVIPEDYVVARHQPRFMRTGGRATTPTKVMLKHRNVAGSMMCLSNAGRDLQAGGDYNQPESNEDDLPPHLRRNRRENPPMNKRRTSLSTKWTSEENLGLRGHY
Yeast superoxide – yeast age-related superoxide inhibition as caloric restriction mimetic; S. cerevisiae aged cells, superoxide DHE fluorescence; hits give low values; superoxide response (% of plate mean), % at 10 µM; actives 0.18% (n = 330,000); AID 2690;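 active = superoxide response under a set limit, about three screen SD below normal, cut at about 65% in these data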;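 also: yeast aged for seven days with compound at 30 °C before DHE staining; 100% = average MFI of all compound-treated wells on the plate with controls excluded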
Efflux pump inh – antifungal efflux pump inhibition, Nile Red retention. S. cerevisiae Candida pump triplex. inhibition, % at 10 µM. actives 0.44% (n = 330,000). AID 485275;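 active = plate passing quality check with inhibition over a set limit, or well fluorescence over plate mean plus 4 SD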;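 also: Nile Red retained in pooled yeast measured as flow cytometry median fluorescence; 0% = buffer negative control and 100% = Enniatin B positive control; higher means more Nile Red kept so more efflux inhibition; some compounds called inactive have numbers as strong as hits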
Starred values were filed as active, the others as inactive.

SMILES | MEX-5 binding | Yeast superoxide | Efflux pump inh
COc1ccccc1Nc1ncnc2c1c(C)c(C)n2CCO | 1.9 | 92.9 | -0.3
CCC(C)N(C(=O)COC(=O)CSc1ccc([N+](=O)[O-])cc1)C1CCS(=O)(=O)C1 (stereo not drawn) | -0.6 | 106.2 | -0.9
Cc1cc(C)cc(NC(=O)CCN2C(=O)c3ccccc3C2=O)c1 | 1.9 | 97.5 | 0.3
CCOC(=O)N1CCN(C(=O)COc2ccc3ccccc3c2Br)CC1 | -2.5 | 101.5 | 0.0
O=S(=O)(Cc1ccccc1)Nc1ccc(F)cc1 | 1.3 | 101.0 | -0.3
COc1cc(NC(=O)N[C@@H](Cc2c[nH]c3ccccc23)C(=O)O)c(C(=O)O)cc1OC | 0.6 | 102.4 | 0.2
Cc1ccccc1Nc1ccc2nonc2c1[N+](=O)[O-] | 0.8 | 119.8 | 0.0
Cc1cccc(C(=O)Oc2ccc(/C=N/NC(=O)c3cc(O)cc(O)c3)cc2)c1 | 0.3 | 103.3 | 0.1
CC(=O)NCCC(=O)NCC1(N(C)Cc2ccccc2)Cc2ccccc2C1 | -1.9 | 101.4 | -0.1
Cc1ccccc1NC(=O)CN1CCOCC1 | -0.6 | 92.1 | 0.0
Cc1ccc2c(c1)cc(C(=O)N[C@@H](Cc1ccccc1)C(=O)O)n2C | 3.0 | 108.3 | 0.1
CCCCNC(=O)Cn1nc(-c2ccc(C)cc2)ccc1=O | 1.4 | 85.1 | 0.0
O=C(O)CCCN1C(=O)/C(=C\C(Cl)=C\c2ccccc2)SC1=S | -7.5 | 100.7 | 0.0
Nc1nc(=S)c2ncn(C3CCCC3)c2[nH]1 | -0.3 | 114.9 | 0.3
Cc1cc(Nc2ccc(C(=O)N3CCCCC3)cc2)c2cccc(C)c2n1 | -0.6 | 97.2 | 2.4

The list goes on, overlapping the part above by two compounds.
SMILES | MEX-5 binding | Yeast superoxide | Efflux pump inh
Nc1nc(=S)c2ncn(C3CCCC3)c2[nH]1 | -0.3 | 114.9 | 0.3
Cc1cc(Nc2ccc(C(=O)N3CCCCC3)cc2)c2cccc(C)c2n1 | -0.6 | 97.2 | 2.4
CCCc1ccc(C(C)NC(=S)NC2CCCCC2)cc1 (stereo not drawn) | 2.5 | 107.5 | -0.2
Cc1c(CC(=O)N[C@H](C(=O)O)C(C)C)c(=O)oc2cc3c(cc12)CCC(C)(C)O3 | 0.9 | 107.9 | -0.3
Cc1c(CC(=O)O)c(=O)oc2c(C)c(OCc3ccccc3)ccc12 | -1.1 | 109.9 | 0.1
O=C(O)CCc1ccc(-c2ccccc2)n1CC(=O)Nc1cccc(C(F)(F)F)c1 | -4.2 | 108.1 | 0.0
CCn1ccnc1C(O)c1cccc2ccccc12 (stereo not drawn) | -0.2 | 103.1 | 0.0
Cc1ccccc1/C=N/n1c(COc2ccccc2)n[nH]c1=S | 1.7 | 103.2 | 0.1
Cc1c(CC(=O)NCC(=O)NCC(=O)O)c(=O)oc2c(C)c3oc4c(c3cc12)CCCC4 | 1.6 | 108.0 | -0.5
NNC(=O)c1cc(C2CC2)nc2ccc(Br)cc12 | 1.2 | 97.3 | 0.1
COc1cc2c(cc1OC)C(c1ccc(C)cc1)NC(=O)C2 (stereo not drawn) | -0.1 | 97.0 | 0.0
Cc1cc(=O)[nH]c(N/N=C/c2ccc(F)cc2)n1 | 6.5 | 92.0 | 0.2
O=C(N/N=C/c1cccc(Oc2ccccc2)c1)c1ccc(O)cc1O | 0.4 | 89.3 | -0.1
Cc1ccc(NC(=O)Nc2ccc3c(c2)OCO3)c(OC(F)F)c1 | 0.8 | 93.7 | -0.1
CCc1ccccc1NC(=O)Nc1ccon1 | 1.0 | 101.6 | 0.0
COc1ccccc1C(=O)NCCOc1ccc(C)c(C)c1 | 0.8 | 112.2 | 0.0
CC1=NN(C(=O)c2ccccc2Br)C(O)(c2ccc(Cl)cc2)C1 (stereo not drawn) | -2.7 | 87.5 | 0.1
Cc1ccc(NC(=O)NN2CCN(C)CC2)cc1C | 1.6 | 97.6 | 0.0
O=C(Nc1ccc2c(c1)OCCO2)c1cccc(Br)c1 | 0.0 | 98.4 | 0.1
COc1ccc(NC(=O)N2CCCC2C(=O)NCCc2ccccc2)cc1 (stereo not drawn) | -2.4 | 101.9 | -0.1
Cc1oc2c(c(C)cc3oc(=O)c(CC(=O)N[C@H](C(=O)O)C(C)C)c(C)c32)c1C | 0.8 | 96.6 | -0.1
CCOc1ccc(CNC(=O)CCCc2cn(C)c3ccccc23)cc1 | -1.1 | 100.4 | 0.1
O=C(Cc1cccs1)Nc1ccccc1 | -1.7 | 106.4 | -0.1
COc1ccccc1OCCn1c(=S)[nH]c2ccccc21 | -0.1 | 99.9 | 0.0
CC[C@@H](C)[C@H](NC(=O)Cc1c(C)c2c(cc(C)c3c(C)c(C)oc32)oc1=O)C(=O)O | 0.3 | 85.0 | 0.1
CSc1ccc(/C=C(/NC(=O)c2ccco2)C(=O)NCc2ccco2)cc1 | -0.3 | 98.2 | 0.0
O=C(O)C1Nc2c(cccc2C(F)(F)F)C2C=CCC12 (stereo not drawn) | -29.1* | 103.7 | -0.1
CCOC(=O)COc1ccccc1/C=N\NC(=O)c1cc2c(ccc3ccccc32)o1 | -2.7 | 93.0 | -1.5
O=C(CNC(=O)c1ccc(Cl)cc1Cl)OCC(=O)N1CCN(c2ccccc2)CC1 | -2.1 | 113.5 | 1.3
COCCN(C(=O)Cc1ccc(OC)c(OC)c1)c1nc(-c2cc(OC)ccc2OC)cs1 | 2.3 | 107.2 | -0.1
COc1cccc(C=O)c1OCCN1C(=O)c2ccccc2C1=O | 1.8 | 91.2 | 0.0
CCC1CN(C(=O)NCc2cccc(OC)c2)c2cc(Cl)ccc2O1 (stereo not drawn) | -0.7 | 96.2 | 0.1

Not a retest: entries from further up.
SMILES | MEX-5 binding | Yeast superoxide | Efflux pump inh
NNC(=O)c1cc(C2CC2)nc2ccc(Br)cc12 | 1.2 | 97.3 | 0.1
COc1cc2c(cc1OC)C(c1ccc(C)cc1)NC(=O)C2 (stereo not drawn) | -0.1 | 97.0 | 0.0
Cc1cc(=O)[nH]c(N/N=C/c2ccc(F)cc2)n1 | 6.5 | 92.0 | 0.2
O=C(N/N=C/c1cccc(Oc2ccccc2)c1)c1ccc(O)cc1O | 0.4 | 89.3 | -0.1
Cc1ccc(NC(=O)Nc2ccc3c(c2)OCO3)c(OC(F)F)c1 | 0.8 | 93.7 | -0.1
CCc1ccccc1NC(=O)Nc1ccon1 | 1.0 | 101.6 | 0.0
COc1ccccc1C(=O)NCCOc1ccc(C)c(C)c1 | 0.8 | 112.2 | 0.0
CC1=NN(C(=O)c2ccccc2Br)C(O)(c2ccc(Cl)cc2)C1 (stereo not drawn) | -2.7 | 87.5 | 0.1
Cc1ccc(NC(=O)NN2CCN(C)CC2)cc1C | 1.6 | 97.6 | 0.0
O=C(Nc1ccc2c(c1)OCCO2)c1cccc(Br)c1 | 0.0 | 98.4 | 0.1
COc1ccc(NC(=O)N2CCCC2C(=O)NCCc2ccccc2)cc1 (stereo not drawn) | -2.4 | 101.9 | -0.1
Cc1oc2c(c(C)cc3oc(=O)c(CC(=O)N[C@H](C(=O)O)C(C)C)c(C)c32)c1C | 0.8 | 96.6 | -0.1
CCOc1ccc(CNC(=O)CCCc2cn(C)c3ccccc23)cc1 | -1.1 | 100.4 | 0.1
O=C(Cc1cccs1)Nc1ccccc1 | -1.7 | 106.4 | -0.1
COc1ccccc1OCCn1c(=S)[nH]c2ccccc21 | -0.1 | 99.9 | 0.0
CC[C@@H](C)[C@H](NC(=O)Cc1c(C)c2c(cc(C)c3c(C)c(C)oc32)oc1=O)C(=O)O | 0.3 | 85.0 | 0.1
CSc1ccc(/C=C(/NC(=O)c2ccco2)C(=O)NCc2ccco2)cc1 | -0.3 | 98.2 | 0.0
O=C(O)C1Nc2c(cccc2C(F)(F)F)C2C=CCC12 (stereo not drawn) | -29.1* | 103.7 | -0.1
CCOC(=O)COc1ccccc1/C=N\NC(=O)c1cc2c(ccc3ccccc32)o1 | -2.7 | 93.0 | -1.5
O=C(CNC(=O)c1ccc(Cl)cc1Cl)OCC(=O)N1CCN(c2ccccc2)CC1 | -2.1 | 113.5 | 1.3
COCCN(C(=O)Cc1ccc(OC)c(OC)c1)c1nc(-c2cc(OC)ccc2OC)cs1 | 2.3 | 107.2 | -0.1
COc1cccc(C=O)c1OCCN1C(=O)c2ccccc2C1=O | 1.8 | 91.2 | 0.0

Remaining list, next part:
SMILES | MEX-5 binding | Yeast superoxide | Efflux pump inh
CC(=O)Nc1ccc(S(=O)(=O)N2CCN(S(=O)(=O)c3ccc(NC(C)=O)cc3)CC2)cc1 | 1.3 | 96.6 | 0.0
COCc1nc2oc3ccc(F)cc3c(=O)c2cc1C(=O)OC | 0.9 | 105.1 | -0.1
Cc1ccccc1N1CCN(C2CCCN(C(=O)c3ccc(Cl)s3)C2)CC1 (stereo not drawn) | -0.4 | 94.2 | -0.9
Nc1cc(Cl)ccc1Nc1ccncc1 | -0.3 | 103.5 | 0.0
CCC1CCC(N2CCN(c3ccc(F)cc3)CC2)CC1 (stereo not drawn) | -0.9 | 101.9 | 0.1
COc1ccc(CNCc2ccc3c(c2)OCO3)c(OC)c1OC | -0.2 | 96.5 | -0.1
CC(Oc1ccccc1F)C(=O)NNC(=O)c1ccc(F)c(S(=O)(=O)N2CCOCC2)c1 (stereo not drawn) | -1.6 | 130.1 | 3.7
CCCc1cc(C(=O)Nc2ccc(Cl)cn2)cs1 | -3.8 | 100.8 | 0.2
N=c1ccn2c(n1)O[C@H]1[C@H](O)[C@@H](CO)O[C@H]12 | -2.1 | 96.0 | -0.2
CCSc1nnc2c3cc(CC)ccc3n(C)c2n1 | -2.0 | 90.5 | -0.1
COc1cc2c(cc1OC)/C(=C/C(=O)c1ccc(C)cc1)NCC2 | 2.5 | 103.7 | -0.1
COc1cccc(-c2nc(-c3ccccc3)c(-c3ccccc3)[nH]2)c1OCC(=O)O | 1.2 | 98.5 | 0.0
O=C(CNC(=O)c1ccc(Br)o1)NCc1ccccc1Cl | 1.7 | 87.5 | 0.3

This is a subset (hit frequency here may not be typical).
